Assay outcomes deposited in PubChem by National Center for Advancing Translational Sciences (NCATS).
AID inh = Primary qHTS assay for inhibitors of Activation Induced Cytidine Deaminase (AID): AID signal. AID 1347428, 2020. AID deamination FRET fluorescence, UDG-coupled, 4 h. Single-stranded DNA cytosine deaminase (Homo sapiens), Q9GZX7. 0.32% of 91,000 active. Potency, µM (highest dose often 115 µM), for the others: top-dose activity change, negative = inhibition, most hits filed as inhibitors; also: nearly all actives have a fitted effect of over 25% in size
Target sequence (Q9GZX7 whole entry, looked up): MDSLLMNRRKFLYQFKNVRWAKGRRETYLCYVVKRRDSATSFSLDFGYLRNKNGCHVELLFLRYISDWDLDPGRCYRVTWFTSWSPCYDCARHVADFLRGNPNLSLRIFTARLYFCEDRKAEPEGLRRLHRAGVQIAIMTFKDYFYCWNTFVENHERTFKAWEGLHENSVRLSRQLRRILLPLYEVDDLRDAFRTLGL
UDG counterscr = Primary qHTS assay for inhibitors of Activation Induced Cytidine Deaminase (AID): UDG Counterscreen signal; FRET deamination/UDG coupled assay, UDG read, 4 h; Potency, µM (top dose mostly 115 µM), for inactives: at the top dose activity change, negative = inhibition, actives largely listed as inhibitors; 0.14% of 91,000 active; AID 1347430, 2020; also: nearly all actives have a fitted effect of over 65% in size
* = called active by the depositor; ? = inconclusive; [ ] = dose if it differs, or a comment. Calls follow the shape of the dose curve; as a rule, active = well fitted curve in the direction sought with a large enough effect; inconclusive = small, poorly fitted or top-dose-only effect, or another doubt; inactive = no such curve, though single readings can be large; an effect the other way counts as inactive or inconclusive. % is scaled to controls: 0 for no effect and ±100 for the full control effect; potency is read from the fitted curve at half-maximal effect. Only part of the results is shown. The share of hits here may be higher or lower than overall.

Each structure is followed by: AID inh | UDG counterscr
Cc1ccc2occ(CC(=O)N(Cc3ccccc3Cl)C3CCS(=O)(=O)C3)c2c1 (configuration not stated)
 : -24% | 3%
CC(=O)Nc1cccc(NC(=O)CN2C(=O)CCSc3ccccc32)c1
 : 3% | 8%
COc1ccc(CCNC/C=C/c2ccccc2)cc1
 : -10% | -8%
Cc1cccc(C(C)C)c1NC(=O)c1ccc(Cl)cc1F
 : -4% | 1%
Cc1ccccc1CN1CCc2nc(Nc3ccc4c(c3)OCCO4)ncc2C1
 : ? | ?
Cc1cc(C)c2c(=O)cc(C(=O)NCC(c3cccs3)N3CCCC3)oc2c1 (configuration not stated)
 : -8% | 9%
O=C(Nc1ccccc1F)c1nc(S(=O)(=O)Cc2ccccc2F)ncc1Cl
 : -2% | 8%
COc1cc2c(c(OC)c1OC)-c1ccc(OC)c(=O)cc1[C@@H](NC(C)=O)CC2
 : -4% | -1%
COc1cc(C2C3=C(CCCC3=O)OC3=C2C(=O)CCC3)ccc1OCc1cccc(F)c1
 : ? | ?
O=C(c1ccccc1)C1CCCN1C(=O)C(F)(F)F (configuration not stated)
 : 47%[activator] | -7%
CC1(C)OC2OC(C(=O)Oc3ccccc3)C3OC(C)(C)OC3C2O1 (configuration not stated)
 : -4% | -9%
Cc1ccc(CN(C)Cc2ccccc2C)o1
 : 4% | 0%
Cc1cc(C)cc(NC(c2cccc(Cl)c2)c2nnc(-c3ccccc3)o2)c1 (configuration not stated)
 : 62%[activator] | 0%
CC(C)c1ccc(NC(=O)CSc2nc3ccccc3nc2Cc2ccccc2)cc1
 : 10% | -1%
Cc1ccccc1Cn1c(SCc2ccc(C(=O)NCCc3ccccc3)cc2)nc2ccncc21
 : -4% | -8%
O=S(=O)(CC(CN1CCOCC1)N1CCCCC1)c1ccc2ccccc2c1 (configuration not stated)
 : -5% | -3%
CCN1CCN(Cc2c(O)ccc3c(=O)c(Oc4ccccc4C(C)C)c(C(F)(F)F)oc23)CC1
 : 4% | -19%
Cn1nnnc1SCCCNCc1cccc(OCc2ccccc2)c1
 : 1% | 5%
Cc1ccc(-n2nc3c(N4CCC(C(=O)NC(C)C)CC4)nnc(C)c3c2C)cc1
 : 5% | -8%
Cc1ccc2c(c1)cc1c(=O)n(CC(=O)NC3CCCCC3)nc(C)n12
 : -18% | -2%
CCOC(=O)C(=O)Nc1ccc(OCC(C)C)cc1
 : -8% | -7%
O=C(Cn1c(=O)n(Cc2ccco2)c(=O)c2oc3ccccc3c21)Nc1ccc(F)cc1F
 : 2% | 1%
COc1ccc(CNc2oc(-c3cccc4ccccc34)nc2C#N)cc1
 : -17% | -16%
CCCCCCOC(=O)c1ccc(NS(=O)(=O)c2cccc3cccnc23)cc1
 : 12% | 3%
C=CCC1(Nc2c(C)cccc2CC)CCCCC1
 : -2% | 3%
COc1cc2c(cc1OC)C(COc1ccc(F)cc1)N(C(=O)c1ccccc1F)CC2 (configuration not stated)
 : ? | -14%
C#CCN(Cc1ccc(F)cc1)C(=O)C1CCCN(c2ncccn2)C1 (configuration not stated)
 : 4% | -1%
Cc1ccc(C)c(N2CCN(CCCNC(=O)c3cnn(-c4cccc(Cl)c4)c3C3CCN(C(=O)OC(C)(C)C)CC3)CC2)c1
 : 35µM* | -20%
COc1ccc(C(=O)Nc2nnc(SCc3cc(=O)c4cccc(F)c4[nH]3)s2)cc1
 : 8% | -2%
CCOc1ccc(C(=O)Nc2ccc(S(=O)(=O)N(Cc3ccccc3)c3ccccc3)cc2)cc1
 : ? | -8%
CCc1cccc(C)c1Nc1c(-c2ccc(F)cc2)nc2sccn12
 : 5% | 0%
Cc1ccc(Nc2nc(-c3cnc(N4CCOCC4)nc3C)cc(=O)[nH]2)cc1
 : 1% | -7%
COc1ccc2nc(N(Cc3cccnc3)C(=O)C3CCCCC3)sc2c1
 : 0% | 0%
CC(C)c1ccc(CN(C(=O)c2cc3ccccc3oc2=O)C2CCS(=O)(=O)C2)cc1 (configuration not stated)
 : -15% | 1%
CC(CCc1ccccc1)NC(=O)C1CCCCC1 (configuration not stated)
 : -6% | -3%
CCC(Sc1nnc2c3ccccc3n(CC)c2n1)C(=O)Nc1ccc(NC(C)=O)cc1 (configuration not stated)
 : 36%[activator] | 5%
COc1cccc(-c2nc(SC(C(C)=O)C(=O)N(C)C)c3c(=O)n(C)c(=O)n(C)c3n2)c1 (configuration not stated)
 : -6% | 7%
Cc1ccc(C(=O)c2c(N)c(-c3nc(-c4ccc5c(c4)OCO5)cs3)c3ccccn23)cc1C
 : -9% | -11%
Cc1cc(C)cc(NC(=O)CCc2nnc3n(C)c(=O)c4sccc4n23)c1
 : 1% | ?
CC(C)[C@H](NC(=O)OCc1ccccc1)C(=O)OCc1ccc(C#N)cc1
 : -3% | -6%
Cc1cc(C)cc(CN2CCC(C(=O)NCC(F)(F)F)CC2)c1
 : 6% | -1%
CC(Sc1ccccc1Cl)C(=O)NC1CCCC1 (configuration not stated)
 : 0% | -1%
Cc1cc2oc(=O)cc(COC(=O)c3n[nH]c4ccccc34)c2cc1C
 : -1% | 12%
Cc1ccc(Nc2nc(N)nc(N)c2S(=O)(=O)c2ccccc2)cc1
 : -6% | -6%
CCOc1ccc(NC(=O)C2=NN(C3CCS(=O)(=O)C3)C(=O)CC2)cc1OCC (configuration not stated)
 : 4% | -10%
Cc1ccc2oc(=O)c3cnn(CC(=O)N4CCN(c5cccc(Cl)c5)CC4)c3c2c1
 : -5% | 2%
Cc1cc(C(=O)COc2ccccc2C#N)c(C)n1CCC(C)C
 : -24% | -19%
CCC(C)NC(=O)c1ccc(CNS(=O)(=O)c2ccc3c(c2)C(C)(C)C(=O)N3C)cc1 (configuration not stated)
 : 33% | 0%
O=C(NC1CCc2ccccc21)c1cc(Br)ccc1Cl (configuration not stated)
 : -1% | -2%
CCOC(=O)c1ccc(NC(=O)CCC2CCCC2)cc1
 : -8% | 3%
O=C(COc1ccccc1Cl)Nc1ccc(Cl)c(-c2nc3ccccc3o2)c1
 : -15% | -7%
CC1Sc2ccc(C(=O)NOCc3ccccc3)cc2NC1=O (configuration not stated)
 : 1% | 7%
COc1cc(C#N)ccc1OCc1ccc(OC)c(OC)c1Br
 : 25% | -10%
COC(=O)c1cc(S(=O)(=O)Nc2ccc(C)cc2Cl)c[nH]1
 : 0% | 3%
CSC1=N/C(=C\c2sccc2C)C(=O)S1
 : -2% | -6%
COc1cc(C(=O)OCCO)ccc1OCc1ccc(Cl)cc1
 : -6% | -2%
Cc1ccc(CNC(=O)CCCCCn2c(=O)c3sccc3n(CC(=O)Nc3c(C)cc(C)cc3C)c2=O)cc1
 : 13% | ?
COc1ccc(NC(=O)CCc2c(C)nc3c(-c4ccc(F)cc4)c(C)nn3c2C)c(OC)c1
 : 14% | 5%
COc1ccccc1NC(=O)Cn1c(=O)n(-c2cccc(Cl)c2)c(=O)c2sc3ccccc3c21
 : -15% | -8%
CCOc1ccc(N2CC(c3nc4ccccc4n3CCCOc3ccccc3)CC2=O)cc1 (configuration not stated)
 : -18% | 4%

New compounds follow.
Each structure is followed by: AID inh | UDG counterscr
Cc1ccc(OCC(O)Cn2c(NCC(=O)O)nc3c2c(=O)n(C)c(=O)n3C)cc1 (configuration not stated)
 : 0% | -5%
Cc1oc(-c2ccccc2)nc1CC(=O)N(CCC#N)Cc1ccco1
 : -6% | -6%
O=C(/C=C/c1cccc2ccccc12)N(Cc1cccs1)C1CC1
 : -14% | -2%
COc1ccccc1CNC(=O)CCC1N=C2c3ccccc3N=C(SCC(=O)NCCc3ccccc3)N2C1=O (configuration not stated)
 : 12% | -10%
Cc1nc2cc(-c3cccc(F)c3)nn2c(C)c1CCC(=O)NCCc1ccccc1
 : 8% | -7%
COC(=O)c1ccc([C@H]2Nc3ccc(S(=O)(=O)Nc4ccc(F)cc4)cc3[C@H]3C=CC[C@H]32)cc1
 : 24% | -2%
O=C(OCCOc1ccccc1Cl)c1cc(=O)c2cc(Cl)ccc2o1
 : -3% | -2%
CCCCCn1c(=O)[nH]c2cc(C(=O)N3CCN(c4ccccc4)CC3)ccc2c1=O
 : 20% | 3%
CC(=O)N1CCc2cc(S(=O)(=O)C(C)CC(=O)Nc3ccc(Br)c(C)c3)ccc21 (configuration not stated)
 : -11% | -2%
O=C(CCCN1C(=O)c2ccc(Br)cc2C1=O)OCc1cccc([N+](=O)[O-])c1
 : -4% | 7%
COC(=O)c1ccccc1NC(=O)CSc1nc(=O)cc(N)n1-c1ccccc1
 : 34%[activator][57.5 µM] | 2%[57.5 µM]
COc1ccc(C(=O)Nc2cc3c(cc2C(=O)c2ccccc2Cl)OCCO3)cc1
 : -6% | 9%
CCOC(=O)c1ccccc1NC(=O)N1CCCn2nc(C)cc21
 : -16% | -1%
O=C1NC2(C(=O)Nc3ccc(F)c(Cl)c3)CCC(=O)N2c2ccccc21 (configuration not stated)
 : 2% | -1%
Cc1ccc(OCC(=O)OCC(=O)c2ccc(Cl)cc2)cc1C
 : 42%[activator] | 0%
c1ccc(-c2n[nH]c(-c3ccncc3)n2)cc1
 : 2% | 3%
COc1cc(OC)c(C2C=C(C(=O)O)Nc3ncnn32)cc1OC (configuration not stated)
 : -2% | -7%
COc1cc(Cl)c(NC(=O)CC(C)S(=O)(=O)c2cc3c(cc2C)NC(=O)CO3)c(OC)c1 (configuration not stated)
 : -10% | -17%[57.5 µM]
COC(=O)c1ccccc1NS(=O)(=O)c1cc2c3c(c1)CC(=O)N3CCC2
 : -1% | ?
CC1CCN(c2nc3ccccc3nc2SCC(=O)N2CCCCCC2)CC1
 : -27% | -17%
COc1cc(Br)c(C2CC(=O)Nc3cc4c(cc32)OCCO4)cc1OC (configuration not stated)
 : -24% | -4%
CCCC(C(=O)NCc1coc(-c2cccs2)n1)c1ccccc1 (configuration not stated)
 : -12% | -11%
CCN1C(=O)c2ccccc2S(=O)c2ccc(C(=O)N3CCN(c4cc(Cl)ccc4C)CC3)cc21 (configuration not stated)
 : ? | -13%
COCCn1cc(C(=O)NCCc2c(C)cc(C)cc2C)ccc1=O
 : -4% | -2%
O=C(Nc1cc(-c2ccccc2)sc1C(=O)O)c1cccc(F)c1
 : ? | 4%
O=C(CN1C(=O)COc2ccc(S(=O)(=O)N3CCCC3)cc21)N1CCN(c2cccc(C(F)(F)F)c2)CC1
 : 5% | 8%
COc1ccc(NC(=O)CCCSc2nc(-c3ccco3)cc(C(F)(F)F)n2)cc1OC
 : 18%[57.5 µM] | -3%[57.5 µM]
CCOc1ccccc1NC(=O)C(=O)NCCc1sc(-c2cccc(F)c2)nc1C
 : -2% | 7%
O=C(CSc1nc2c(c(=O)[nH]1)CCCC2)Nc1cccc(O)c1
 : 55%[activator] | 6%
COc1ccc(NC(=O)CN2C(=O)CC(c3ccc(C)c(C)c3)=Nc3ccccc32)cc1OC
 : 5% | -6%
CC1(C)CC(=O)c2cc(C#N)c(SCC(N)=O)nc2C1
 : -13% | 0%
COc1ccccc1C(=O)Nc1c(C(=O)c2ccccc2)oc2ccccc12
 : ? | -10%
Cc1nc2ccn(Cc3cccs3)c(=O)c2cc1C(=O)NCc1ccc(Br)cc1
 : 5% | -11%[57.5 µM]
CCCCn1nc(C(=O)Nc2ccc(F)c(F)c2)c2ccccc2c1=O
 : -4% | -3%

In a second layout: results already given.
canonical_smiles	AID inh	UDG counterscr
c1ccc(-c2n[nH]c(-c3ccncc3)n2)cc1	2%	3%
COc1cc(OC)c(C2C=C(C(=O)O)Nc3ncnn32)cc1OC (configuration not stated)	-2%	-7%
COc1cc(Cl)c(NC(=O)CC(C)S(=O)(=O)c2cc3c(cc2C)NC(=O)CO3)c(OC)c1 (configuration not stated)	-10%	-17%[57.5 µM]
COC(=O)c1ccccc1NS(=O)(=O)c1cc2c3c(c1)CC(=O)N3CCC2	-1%	?
CC1CCN(c2nc3ccccc3nc2SCC(=O)N2CCCCCC2)CC1	-27%	-17%
COc1cc(Br)c(C2CC(=O)Nc3cc4c(cc32)OCCO4)cc1OC (configuration not stated)	-24%	-4%
CCCC(C(=O)NCc1coc(-c2cccs2)n1)c1ccccc1 (configuration not stated)	-12%	-11%
CCN1C(=O)c2ccccc2S(=O)c2ccc(C(=O)N3CCN(c4cc(Cl)ccc4C)CC3)cc21 (configuration not stated)	?	-13%
COCCn1cc(C(=O)NCCc2c(C)cc(C)cc2C)ccc1=O	-4%	-2%
O=C(Nc1cc(-c2ccccc2)sc1C(=O)O)c1cccc(F)c1	?	4%
O=C(CN1C(=O)COc2ccc(S(=O)(=O)N3CCCC3)cc21)N1CCN(c2cccc(C(F)(F)F)c2)CC1	5%	8%
COc1ccc(NC(=O)CCCSc2nc(-c3ccco3)cc(C(F)(F)F)n2)cc1OC	18%[57.5 µM]	-3%[57.5 µM]
CCOc1ccccc1NC(=O)C(=O)NCCc1sc(-c2cccc(F)c2)nc1C	-2%	7%
O=C(CSc1nc2c(c(=O)[nH]1)CCCC2)Nc1cccc(O)c1	55%[activator]	6%
COc1ccc(NC(=O)CN2C(=O)CC(c3ccc(C)c(C)c3)=Nc3ccccc32)cc1OC	5%	-6%
CC1(C)CC(=O)c2cc(C#N)c(SCC(N)=O)nc2C1	-13%	0%
